Screening data as filed in PubChem BioAssay.
HIV peptide binding = inhibitors of HIV fusion peptide binding, primary screen, biochemical, uHTS, fluorescence dequenching (AID 1986); cell-free peptide binding, fluorescence dequenching, 30 min; higher % means a stronger effect; inhibition, % at 20 µM; hits with a dose series show IC50 in µM; actives 0.3% (n = 290,000); in the data active = inhibition mostly above about 52%, no sharp cut-off; inactive = mostly below about 76%; also: some results filed as inactive read as strong as hits
HEK293 NOD2/NF-kB = inhibition of NOD2-driven NF-kB reporter – cell-based, luminescence, uHTS, HEK293 (AID 1566) | HEK293 NOD2/NF-kB luciferase reporter, luminescence; higher % means a stronger effect | actives 0.63% (n = 290,000) | inhibition, % at 4 µM; hits with a dose series show EC50 in µM; also: many of its hits are not listed in these tables
GPR55 activation = selective activators of receptor GPR55 – imaging, U2OS cells, beta-arrestin-GFP redistribution, primary screen (AID 1961); one-dose activation, % at 10 µM; EC50 in µM for titrated hits; U2OS GPR55 beta-arrestin-GFP redistribution imaging; higher % means a stronger effect; actives 0.048% (n = 290,000);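 active = activation above 40% with more than 50 cells counted in the well; inconclusive = wells holding fewer than 50 cells, flagged as toxic or sparse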;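 also: U2OS osteosarcoma cells stably expressing GPR55 and beta-arrestin-GFP; plate controls were DMSO negative control for no effect and LPI positive control for full effect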
MgcRacGAP inhibition = MgcRacGAP GTPase-activating activity inhibitors, confirmation, biochemical, ADP Hunter fluorescence | MgcRacGAP-stimulated Rac1 GTP hydrolysis, ADP Hunter fluorescence; higher % means a stronger effect; GST-tagged Rac1 F28L mutant substrate | one-dose inhibition, % at 30 µM; IC50 in µM for titrated hits | actives 0.6% (n = 340,000) | AID 624330;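 active = first-screen hits whose inhibition reached a set limit at any dose in the follow-up dose series; inconclusive = inhibition above the set first-screen limit but never retested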;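 also: fluorescence reports GDP produced by GAP-driven GTP hydrolysis; strong numbers were not always called active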
KOR beta-arrestin-1 = KOR antagonists, beta-arrestin recruitment, cell-based, luminescence, uHTS (AID 1778); inhibition, % at 10 µM, or IC50 in µM where a hit was titrated; KOR beta-arrestin recruitment, luminescence, antagonist mode; higher % means a stronger effect; actives 0.091% (n = 290,000); also: strong numbers were not always called active
KOR beta-arrestin-2 = KOR agonists, beta-arrestin recruitment, primary screen, cell-based, luminescence, uHTS (AID 1777); KOR beta-arrestin recruitment, luminescence; higher % means a stronger effect; activation, % at 10 µM, or EC50 in µM where a hit was titrated; actives 0.02% (n = 280,000); in the data active = activation above about 50%, passing the limit was not always enough; also: a part of the inactive calls stands beside numbers as strong as those of hits
NOD1 NF-kB reporter = NOD1 signaling inhibitors, primary screen, cell-based, luminescence, uHTS (AID 1578) | NOD1-driven NF-kB luciferase reporter cells, luminescence; higher % means a stronger effect | inhibition, % at 4 µM; hits with a dose series show EC50 in µM | actives 1% (n = 290,000); in the data active = inhibition mostly above about 36%, no sharp cut-off; inactive = mostly below about 34%;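 also: HEK-293T reporter cells stimulated with the NOD1 agonist gamma-tri-DAP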
SV40 large T antigen = TAg ATPase/helicase activity blockers – biochemical (AID 1903). SV40 large T antigen ATPase/helicase inhibition assay; higher % means a stronger effect. inhibition, % at 20 µM; hits with a dose series show IC50 in µM. actives 0.39% (n = 310,000); in the data active = a potency from the dose series; inconclusive = inhibition mostly from about 32% at the one dose, without a potency; inactive = the rest, 99 in 100 with inhibition below about 32%; also: strong numbers were not always called active
GPR55 antagonists = inhibition of LPI-stimulated GPR55 beta-arrestin translocation – imaging, U2OS, beta-arrestin-GFP, LPI agonist, primary screen (AID 2013) | actives 0.13% (n = 290,000) | U2OS GPR55 beta-arrestin-GFP translocation imaging, LPI antagonism; higher % means a stronger effect | inhibition, % at 10 µM; hits with a dose series show IC50 in µM;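 active = spots per cell inhibited over 60%, with over 100 cells counted and total cytoplasm intensity under 500,000; inconclusive = wells with under 100 cells, flagged as likely toxic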;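 also: U2OS cells stably carrying GPR55 and arrestin-GFP stimulated by 5 µM LPI near EC80; imaged beta-arrestin-GFP aggregate spots per cell after agonist stimulation; plate controls were LPI-stimulated DMSO wells for no effect and DMSO wells without LPI for full effect; some results filed as inactive read as strong as hits; confirmed hits need IC50 under 10 µM and bright autofluorescent wells are also inconclusive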
An asterisk follows results filed as active; ? = inconclusive; nt = no result given; [ ] = remark or other dose. Rule as the data show it, unless noted: active = inhibition above about 50%; inactive = the rest.

The line under a structure holds: GPR55 activation	GPR55 antagonists	NOD1 NF-kB reporter	MgcRacGAP inhibition	SV40 large T antigen	HIV peptide binding	KOR beta-arrestin-1	HEK293 NOD2/NF-kB	KOR beta-arrestin-2
Cn1nc(C(=O)Nc2ccc(S(=O)(=O)N3CCCCC3)cc2)c2ccccc2c1=O
  -0.5%	2%	-40%	11%	-6%	0.3%	28%	2%	-0.7%
O=[N+]([O-])c1ccc(N2CCCCC2)cc1N1CCOCC1
  0.6%	12%	5%	10%	2%	-3.3%	6%	7%	2.9%
NSc1nc(N)c2nc(-c3ccccc3)c(-c3ccccc3)nc2n1
  0.5%	-7%	-33%	99µM*	14%	-3.2%	-25%[20 µM]	-60%	-3.3%
COC(=O)c1c(NC(=O)c2ccoc2C)sc(C)c1C
  -0.2%	13%	-14%	7%	20%	3.4%	12%	-1%	2.4%
COc1cc(CN2CCN(c3cccc(C)c3C)CC2)cc(Br)c1O
  -0.3%	5%	12%	21%	23%	0.4%	-28%	9%	-3.8%
COC(=O)CNC(=O)Cn1nc(C)c([N+](=O)[O-])c1C
  -0.3%	5%	-49%	4%	13%	-2.6%	11%	3%	-6.5%
CC(=O)Nc1ccc(S(=O)(=O)NCC2CCC(C(=O)NCCC3=CCCCC3)CC2)cc1 (configuration not stated)
  0.5%	4%	4%	3%	0%	-1.1%	-4%	-12%	-0.1%
O=C(O)CCC(=O)N1CCc2cc(S(=O)(=O)N(CCc3ccccc3)Cc3ccccc3)ccc21
  0.0%	0%	-1%	0%	11%	22%	-34%	12%	0.9%
CCCOc1ccc(C2C(=O)N(C3CCCCC3)CC(=O)N2CCCOCC)cc1OC (configuration not stated)
  -0.1%	12%	-7%	5%	-4%	2.9%	29%	-19%	2.5%
CCOC(=O)CSc1nnc(CCCCCN2C(=O)c3cccc4cccc(c34)C2=O)o1
  0.2%	-2%	18%	2%	7%	-0.3%	-18%	-8%	3.2%
CC(=O)NC(=S)Nc1ccccc1C(=O)Nc1ccccc1
  0.0%	-6%	-11%	13%	8%	-1.4%	-6%	-3%	4.5%
COc1ccc(N(CC(=O)N2c3ccccc3CC2C)S(=O)(=O)c2c(C)noc2C)cc1 (configuration not stated)
  0.0%	2%	-8%	-1%	2%	-1.6%	19%	-8%	-2.5%
Cn1c(N)c(S(=O)(=O)N2CCN(C(=O)c3ccco3)CC2)c(=O)n(C)c1=O
  0.1%	-11%	-20%	11%	21%	-0.4%	-25%	7%	-2.6%
Cc1ccc(-c2cc(C(=O)Nc3cc(C)ccc3C)[nH]n2)c(O)c1
  0.5%	5%	-36%	5%	-17%	0.5%	9%	-21%	9.8%
O=C(CSc1nnnn1Cc1ccccc1)Nc1ccc2c(c1)OCO2
  -0.1%	-4%	-7%	11%	1%	-3.2%	-33%	-8%	-4.4%

(further entries)
The line under a structure holds: GPR55 activation	GPR55 antagonists	NOD1 NF-kB reporter	MgcRacGAP inhibition	SV40 large T antigen	HIV peptide binding	KOR beta-arrestin-1	HEK293 NOD2/NF-kB	KOR beta-arrestin-2
CC(C)c1cc(C(=O)N/N=C/c2cccnc2)n[nH]1
  0.1%	-5%	-2%	3%	19%	0.2%	-5%	-10%	-0.9%
O=S(=O)(c1ccc2oc3ccccc3c2c1)N1CCOCC1
  0.0%	20%	4%	4%	-1%	-2.1%	-34%	9%	1.3%
CCCCn1c(SCC(=O)NCc2cccs2)nc2c1c(=O)n(C)c(=O)n2C
  1.3%	2%	-6%	5%	14%	-0.9%	0%	3%	0.5%
Cc1cccc(C)c1NC(=S)N(CCCN1CCCCC1)Cc1ccco1
  0.1%	7%	-31%	3%	1%	-0.1%	-4%	-7%	0.0%
CCC1(C)Cc2c(sc3nnn(CC(=O)Nc4ccccc4)c(=O)c23)CO1 (configuration not stated)
  -0.1%	6%	-16%	2%	15%	8.5%	-20%	18%	3.0%
NS(=O)(=O)c1ccc(NC(=O)C2CCCN(S(=O)(=O)c3ccc(F)cc3)C2)cc1 (configuration not stated)
  -0.2%	-6%	13%	4%	4%	-3.6%	-22%	23%	3.1%
CCC(C)NC(=O)C1CCC(=O)N1CCc1ccccc1 (configuration not stated)
  0.3%	7%	-9%	3%	23%	0.4%	5%	7%	-2.3%
O=C(OCCN=C1NS(=O)(=O)c2ccccc21)c1ccco1
  -0.3%	-2%	17%	0%	8%	-0.5%	-22%	22%	-1.8%
N#Cc1ccc(OCC(=O)NCCc2ccc(S(N)(=O)=O)cc2)cc1
  -0.2%	5%	-20%	11%	1%	1.1%	-2%	1%	-7.0%
Cc1cccc(N2CCN(C(=O)COc3cc4oc(=O)cc(C)c4cc3Cl)CC2)c1C
  -0.2%	9%	8%	5%	18%	5.5%	-31%	44%	4.4%
Fc1ccc(CN2CCN(C(c3ccccc3)c3ccccc3)CC2)cc1
  -0.3%	23%	-4%	236µM*	-5%	-0.9%	-12%[20 µM]	-2%	-2.2%
CC1CC(C)CN(CC(O)COCc2ccccc2F)C1 (configuration not stated)
  0.2%	10%	-10%	3%	8%	0.6%	-28%	1%	-3.3%
FC(F)(F)c1ccccc1Nc1nccs1
  -0.2%	2%	14%	5%	4%	-0.3%	14%	2%	-5.4%
CCOC(=O)N1CCN(c2ncc(C(F)(F)F)cc2Cl)CC1
  0.1%	-9%	-21%	1%	3%	0.6%	7%	14%	-9.1%
O=C(CCN1CCCCO1)N1CCCC(Nc2cccc(F)c2)C1 (configuration not stated)
  0.3%	5%	8%	7%	12%	3.7%	-14%	13%	1.3%

Carrying on:
The line under a structure holds: GPR55 activation	GPR55 antagonists	NOD1 NF-kB reporter	MgcRacGAP inhibition	SV40 large T antigen	HIV peptide binding	KOR beta-arrestin-1	HEK293 NOD2/NF-kB	KOR beta-arrestin-2
O=C1C2ON(c3ccccc3)C(c3ccncc3)C2C(=O)N1c1ccc(N2CCOCC2)cc1 (configuration not stated)
  -0.2%	9%	7%	-2%	8%	-0.7%	24%	8%	-2.3%
CC(Oc1ccc(Cl)cc1Cl)c1nc(-c2ccc(NC(=O)c3ccco3)cc2)no1 (configuration not stated)
  -0.1%	12%	-12%	1%	12%	-3.2%	-18%	-14%	-1.8%
CCCNC(=O)c1c(N)n(-c2cccc(OC)c2)c2nc3ccccc3nc12
  -0.2%	15%	10%	5%	5%	2.5%	6%	13%	0.0%
COc1ccc(-c2cc(C(=O)Nc3c(C)n(C)n(-c4ccccc4)c3=O)c3ccccc3n2)cc1OC
  0.1%	8%	-2%	7%	6%	0.8%	-20%	8%	1.4%
COc1ccc2oc(C(=O)Nc3ccccn3)c(C)c2c1
  -0.1%	13%	-100%	10%	8%	0.7%	-1%	-162%	0.3%
Cc1[nH]c2ccccc2c1C(c1ccncc1)N1CCCCC1 (configuration not stated)
  -0.4%	12%	-6%	3%	7%	1.1%	-1%	36%	-8.1%
Cc1c(C(=O)NCc2cccnc2)oc2ccc(S(=O)(=O)N3CCCCC3)cc12
  -0.1%	-7%	-28%	10%	-3%	-1.1%	32%	12%	0.9%
CC1CCN(c2nncc3ccccc23)CC1
  -0.2%	-4%	-2%	9%	2%	-0.7%	10%	10%	-0.3%
COc1ccc(NCCNc2ccc(OC)cc2)cc1
  0.7%	7%	4%	?	?	-1.7%	-15%	-20%	2.1%
Cc1csc(NC(=O)C2C3C=CC(C3)C2C(=O)O)n1 (configuration not stated)
  0.2%	12%	-38%	2%	2%	1.3%	4%	-17%	-0.5%
COc1ccc2o/c(=N\O)c(C(=O)Nc3ccccc3OC)cc2c1
  0.1%	7%	3%	3%	3%	-1.7%	-75%	18%	1.9%
NC(=S)N/N=C/c1ccc2cccc(OCc3ccccc3)c2n1
  -0.1%	12%	-2%	9%	-2%	-1.2%	-5%	15%	0.3%
COC(=O)c1ccccc1NC(=O)C1CCCN(c2nnc(-n3cccc3)s2)C1 (configuration not stated)
  -0.1%	4%	-18%	10%	11%	7.0%	4%	6%	-3.7%
CCN(CC)C(=O)Oc1ccc2ccccc2c1Cl
  0.0%	9%	-87%	-4%	5%	0.3%	nt	-71%	4.2%
Cc1ccc(CSc2nnc(Nc3ccc(C)cc3)s2)cc1
  -0.1%	2%	-17%	3%	6%	1.8%	-65%	-21%	-5.6%

(list continues)
The line under a structure holds: GPR55 activation	GPR55 antagonists	NOD1 NF-kB reporter	MgcRacGAP inhibition	SV40 large T antigen	HIV peptide binding	KOR beta-arrestin-1	HEK293 NOD2/NF-kB	KOR beta-arrestin-2
Cc1ccc(C)c(-c2cc(C(=O)NC3CC3)c3ccccc3n2)c1
  -0.1%	6%	-29%	2%	29%	-0.2%	0%	5%	5.7%
CC(=O)OCc1cc2cccc(C)c2[nH]c1=O
  -0.2%	8%	-9%	14%	3%	0.7%	-38%	-2%	4.8%
Cc1cc(C)c(S(=O)(=O)N2CCCCCC2)cc1Br
  0.4%	8%	14%	8%	5%	0.3%	4%	5%	-5.5%
CCOc1cc(-c2noc(CCC(=O)NCCc3ccccc3)n2)ccc1OC
  0.3%	1%	6%	9%	9%	0.1%	-23%[20 µM]	16%	-4.7%
O=C(COc1cccc(NC(=O)c2cccs2)c1)c1ccc(F)cc1
  0.1%	-12%	-10%	8%	17%	0.3%	10%	6%	4.1%
O=C(Cc1ccc([N+](=O)[O-])cc1)Nc1ccc2c(c1)CCC2
  -0.2%	-6%	-6%	-2%	11%	-0.7%	0%	-4%	-1.1%
O=C1Cc2ccccc2Sc2c(OCCN3CCCCC3)cccc21
  -0.2%	10%	-31%	-3%	3%	-0.4%	nt	4%	-2.7%
COc1cccc(OC)c1C(=O)Nc1ccccc1C(=O)N1CCOCC1
  -0.2%	15%	-10%	2%	1%	2.9%	6%	14%	1.4%
O=C(NCc1ccco1)C1(c2ccc(Cl)cc2)CCCC1
  -0.2%	-4%	2%	-1%	12%	1.7%	-32%	3%	3.8%
COc1ccc(-c2cc(C(=O)NCc3ccco3)no2)cc1OC
  -0.1%	3%	-42%	2%	5%	-0.7%	-7%	-11%	-3.4%
COc1ccc(-n2cc(-c3ccccc3)c3c(N4CCN(CCO)CC4)ncnc32)cc1
  0.1%	2%	nt	3%	16%	-2.3%	12%	-11%	17%
O=C(CSc1nc2ccccc2n1Cc1ccc(Cl)cc1)N/N=C/c1ccc(C(=O)O)cc1
  0.6%	19%	-26%	2%	10%	50%	6%	12%	-1.2%

The list is partial; count on the stated rates, not on these rows.
